Tcruzi prolif – inhibitors of T. cruzi proliferation | inhibition, % at 8.34 µM | actives 5.9% (n = 77,000) | T. cruzi beta-gal in NIH3T3, GalScreen luminescence, 90 h;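 active = mean inhibition above about 93%, with at least 55% of replicates each passing it, limit read from the data, passing the limit was not always enough; inconclusive = only one of those two conditions holds; inactive = neither condition holds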
KDM4C inh – KDM4C (human) demethylase inhibition; Q9H3R0; GST-KDM4C 2-372, H3K9me3 peptide, LANCE TR-FRET; inhibition, % at 12.5 µM; actives 0.15% (n = 96,000); AID 720574;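 active = mean replicate inhibition above about 25%, with at least 55% of replicates also reaching it, limit read from the data, passing the limit was not always enough; inconclusive = only one of those two conditions met; inactive = neither condition met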
Target sequence (Q9H3R0 2-372 limits assumed): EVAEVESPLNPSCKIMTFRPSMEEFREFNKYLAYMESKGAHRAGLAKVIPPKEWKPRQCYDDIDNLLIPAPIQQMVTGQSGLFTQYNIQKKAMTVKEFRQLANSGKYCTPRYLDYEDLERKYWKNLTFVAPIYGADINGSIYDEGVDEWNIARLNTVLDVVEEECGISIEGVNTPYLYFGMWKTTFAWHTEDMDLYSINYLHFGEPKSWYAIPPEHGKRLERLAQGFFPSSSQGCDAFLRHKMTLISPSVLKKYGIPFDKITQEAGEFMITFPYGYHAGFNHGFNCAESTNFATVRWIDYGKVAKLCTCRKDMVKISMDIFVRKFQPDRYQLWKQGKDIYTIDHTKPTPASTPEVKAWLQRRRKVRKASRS
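Material: GST-tagged GASC-1 (JMJD2C) catalytic fragment, aa 2-372 / Quantity: enzyme final amount 10 nM / Medium: HEPES buffer, pH 7.5, plus ascorbate / Doses: one test concentration per compound / Incubation: 30 min reaction, 60 min detection, RT / Measured by: LANCE TR-FRET / Read-out: inhibition from TR-FRET ratio decrease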
C diff growth – inhibitors of Clostridium difficile growth; Clostridium difficile clinical isolate growth, OD600, 24 h; active compounds read low; growth activity, negative = inhibition, % at 16 µg/mL (by protocol); actives 0.25% (n = 86,000); AID 1259249;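 active = mean growth activity at or below -80% and every replicate also at or below -80%; inconclusive = mean at or below -80% but some replicate above -80%; inactive = mean growth activity above -80%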;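 also: 0% = DMSO wells and -100% = levofloxacin 16 µg/mL wells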
Pf Dd2 inh – blocks growth of Plasmodium falciparum Dd2 parasites. P. falciparum Dd2 growth, SYBR Green, 72 h; active compounds read low. activity change, % at 10 µM. actives 2.3% (n = 94,000); in the data active = activity change below about -80%; inconclusive = no clear call, values can overlap the other calls
* = called active by the depositor; u = inconclusive; x = no result given; & = joins results of further samples; ! = not active in a repeat.

SMILES	Tcruzi prolif	KDM4C inh	C diff growth	Pf Dd2 inh
C[C@@H]1CN([C@@H](C)CO)C(=O)Cc2cc(NC(=O)Nc3ccccc3)ccc2O[C@H]1CN(C)CC1CCCCC1	x	-1.1	-1	-67
C[C@H]1CN([C@@H](C)CO)C(=O)Cc2cc(NC(=O)Nc3ccc(C(F)(F)F)cc3)ccc2O[C@@H]1CN(C)C(=O)Nc1cccc2ccccc12	27	0.4	-1	-16
C[C@@H]1CN([C@H](C)CO)C(=O)Cc2cc(NS(=O)(=O)c3ccccc3)ccc2O[C@@H]1CN(C)C(=O)Nc1ccc(C(F)(F)F)cc1	-2	-2.9	-20	-11
Cc1ccc(S(=O)(=O)N(C)C[C@@H]2OCCCC[C@H](C)Oc3ccc(NS(C)(=O)=O)cc3C(=O)N([C@@H](C)CO)C[C@@H]2C)cc1	41	-1.6	-8	-51
C/C=C/c1cnc2c(c1)C(=O)N([C@H](C)CO)C[C@@H](C)[C@@H](CN(C)C(=O)Cc1cccnc1)O2	56	-0.5	1	40
C[C@@H]1CN([C@H](C)CO)C(=O)c2cc(Br)cnc2O[C@H]1CN(C)S(=O)(=O)c1ccccc1	46	-3.5	-1	1
O=C(c1ccc(F)cc1)N1CC2(C1)[C@@H](c1ccccc1)[C@@H](CO)N2Cc1ccccn1	x	-1.1	23	7
COCC(=O)N1CC(=O)N2[C@H](C1)[C@H](c1ccc(C#CC(C)C)cc1)[C@@H]2CO	x	0.4	1	43
Cc1ccc(S(=O)(=O)Nc2cccc3c2O[C@@H](CN(C)S(=O)(=O)c2ccc(Cl)cc2)[C@H](C)CN([C@H](C)CO)C3=O)cc1	x	-2.2	3	34
C[C@H](CO)N1C[C@H](C)[C@H](CN(C)CC2CCOCC2)Oc2ncc(C#C[C@@H](C)O)cc2C1=O	x	-1.0	1	21
COC(=O)C[C@@H]1CC[C@@H](NS(=O)(=O)c2ccccc2F)[C@@H](CO)O1	-24	-0.4	x	22
O=C(O)C[C@@H]1C[C@@H]2c3cc(NC(=O)C4CCOCC4)ccc3O[C@@H]2[C@@H](CO)O1	x	x	1	26
CO[C@@H]1CN(C)C(=O)c2cc(NS(=O)(=O)c3cn(C)cn3)ccc2OC[C@H](C)NC[C@H]1C	x	0.4	6	-8
COCC(=O)N1C[C@H](C)[C@H](OC)CN(C)C(=O)c2cc(NS(C)(=O)=O)ccc2OC[C@H]1C	45	0.5	x	11
CCCC(=O)Nc1ccc2c(c1)C(=O)N(C)[C@H]1CC[C@@H](CC(=O)NCC(F)(F)F)O[C@@H]1CO2	-7	0.3	4	12
COCC#Cc1ccc([C@H]2[C@H](CO)N3CCCCN(S(=O)(=O)c4cccc(OC)c4)C[C@@H]23)cc1	108*	0.4	0	-27
COc1ccc(S(=O)(=O)N2CCCCN3[C@H](CO)[C@H](c4ccc(C5=CCCC5)cc4)[C@@H]3C2)cc1	99	1.2	0	-6
COc1ccc(CN(C)C[C@H]2Oc3c(NC(=O)Nc4ccc5c(c4)OCO5)cccc3C(=O)N([C@H](C)CO)C[C@@H]2C)cc1	78	-0.4	-2	-7
CCCNC(=O)N1C[C@@H](C)[C@H](OC)CN(C)C(=O)c2cc(NC(=O)CCC)ccc2OC[C@H]1C	46	0.9	x	-2
C[C@@H]1CN([C@@H](C)CO)C(=O)c2cc(NC(=O)C3CCCCC3)ccc2O[C@@H](C)CCCCO[C@@H]1CN(C)Cc1ccncc1	84&82	2.2	0&-3	-60&-24
C[C@@H]1CCCCO[C@H](CN(C)S(=O)(=O)c2cccs2)[C@@H](C)CN([C@@H](C)CO)C(=O)c2cc(NS(C)(=O)=O)ccc2O1	-58	-0.6	11	-41
CO[C@H]1CN(C)C(=O)c2ccc(NC(=O)c3ccc(F)cc3)cc2OC[C@H](C)N(C(=O)CC2CC2)C[C@H]1C	17	-0.3	x	6
C[C@@H]1CCCCO[C@@H](CN(C)C(=O)C2CCCCC2)[C@H](C)CN([C@H](C)CO)C(=O)c2cc(NC(=O)Cc3ccccc3)ccc2O1	56	-0.6	-3	-46
C[C@@H]1CCCCO[C@@H](CN(C)C(=O)Nc2ccc(F)cc2)[C@H](C)CN([C@H](C)CO)C(=O)c2cc(NC(=O)CCCN(C)C)ccc2O1	x	-0.1	-1	-51
C[C@@H]1CN([C@H](C)CO)C(=O)c2cc(NS(C)(=O)=O)ccc2O[C@@H](C)CCCCO[C@H]1CN(C)S(=O)(=O)c1cccs1	-28	-0.1	1	3
CCCN(C)C[C@@H]1Oc2ncc(C#CCOC)cc2C(=O)N([C@H](C)CO)C[C@@H]1C	14	-0.8	-2	5
CCCC(=O)Nc1ccc2c(c1)C(=O)N(C)C[C@@H](OC)[C@H](C)CN(Cc1ccccn1)[C@@H](C)CO2	21	1.8	x	-4
C[C@H](CO)N1C[C@H](C)[C@H](CN(C)C(=O)C2CC2)Oc2cc(C#Cc3cccnc3)ccc2S1(=O)=O	83	-0.5	4	-22
COc1ccc(NC(=O)Nc2cccc3c2O[C@@H](CN(C)S(=O)(=O)c2ccccc2)[C@@H](C)CN([C@H](C)CO)C3=O)cc1	33	-0.2	4	1
C[C@@H]1CN([C@H](C)CO)C(=O)c2cc(NC(=O)Cc3cn(C)c4ccccc34)ccc2O[C@@H]1CN(C)C(=O)Nc1ccc2c(c1)OCO2	-77	7.0	9	-28

2 neighbouring entries from above:
SMILES	Tcruzi prolif	KDM4C inh	C diff growth	Pf Dd2 inh
COc1ccc(NC(=O)Nc2cccc3c2O[C@@H](CN(C)S(=O)(=O)c2ccccc2)[C@@H](C)CN([C@H](C)CO)C3=O)cc1	33	-0.2	4	1
C[C@@H]1CN([C@H](C)CO)C(=O)c2cc(NC(=O)Cc3cn(C)c4ccccc34)ccc2O[C@@H]1CN(C)C(=O)Nc1ccc2c(c1)OCO2	-77	7.0	9	-28

Going on with the list.
SMILES	Tcruzi prolif	KDM4C inh	C diff growth	Pf Dd2 inh
C[C@@H]1CCCCO[C@H](CN(C)C(=O)Nc2ccc3c(c2)OCO3)[C@@H](C)CN([C@H](C)CO)C(=O)c2cc(NS(=O)(=O)c3ccc(Cl)cc3)ccc2O1	23	18	-9	-25
O=C(C[C@@H]1CC[C@H]2[C@@H](COC[C@H](O)CN2C(=O)Nc2ccc(F)cc2)O1)NC1CCC1	x	-1.2	7&-8	18
C[C@@H]1CN([C@@H](C)CO)C(=O)c2cc(NC(=O)Cc3cn(C)c4ccccc34)ccc2O[C@H]1CN(C)Cc1ccncc1	46	-1.6	-1	-21
CCC(=O)N1Cc2cc(C(=O)N3CCN(C)CC3)nc(-c3cccc(-c4cccnc4)c3)c2[C@H]1CCO	x	21	1	33
CC(C)CC#Cc1ccc2c(c1)O[C@@H](CN(C)C(=O)C1CCCCC1)[C@H](C)CN([C@@H](C)CO)S2(=O)=O	122*	-0.2	0	-75
CN1C(=O)c2cc(NC(=O)C3CC3)ccc2OC[C@@H]2O[C@H](CC(=O)NCCN3CCCC3)CC[C@H]21	27	-0.5	2	0
COc1ccc(S(=O)(=O)N(C)C[C@@H]2Oc3cc(C#CC4CCCCC4)ccc3S(=O)(=O)N([C@@H](C)CO)C[C@@H]2C)cc1	111*!	3.1	0	-84*!
C[C@@H]1CN([C@H](C)CO)C(=O)c2cccc(NC(=O)c3nc4ccccc4s3)c2O[C@H]1CN(C)C(=O)Nc1ccc2c(c1)OCO2	59	-0.7	x	-82*
C[C@@H]1CCCCO[C@H](CN(C)C(=O)CCCN(C)C)[C@@H](C)CN([C@H](C)CO)C(=O)c2cc(NC(=O)Nc3cccc4ccccc34)ccc2O1	16	3.7	-2	-25
CO[C@@H]1CN(C)C(=O)c2cc(NC(=O)c3ccccc3)ccc2OC[C@H](C)N(C(=O)C2CC2)C[C@H]1C	19	0.0	x	-12
O=C(c1ccc(F)cc1)N1CC(=O)N2[C@@H](CO)[C@H](c3ccc(C#CC4CC4)cc3)[C@@H]2C1	x	-0.4	-5	31
CCCNC(=O)Nc1ccc2c(c1)OC[C@H](C)N(C(=O)CC)C[C@@H](C)[C@H](OC)CN(C)C2=O	0	0.4	x	5
CO[C@H]1CN(C)C(=O)c2ccc(NC(C)=O)cc2OC[C@@H](C)N(CC2CC2)C[C@H]1C	16	0.7	-2	13
COc1ccc(S(=O)(=O)N(C)C[C@H]2Oc3ccc(NC(=O)c4ccncc4)cc3CC(=O)N([C@H](C)CO)C[C@@H]2C)cc1	42	-1.2	5	34
COc1ccc(NC(=O)N2CCCCN3[C@H](CO)[C@H](c4ccc(C#Cc5ccccc5)cc4)[C@@H]3C2)cc1	62	x	-15	-84*
Cc1noc(C)c1S(=O)(=O)Nc1ccc2c(c1)C(=O)N([C@H](C)CO)C[C@@H](C)[C@@H](CN(C)Cc1ccc3c(c1)OCO3)OCCCC[C@@H](C)O2	88	-1.2	7	-73
C[C@@H](NC(=O)C[C@@H]1CC[C@H]2[C@@H](COC[C@@H](O)CN2C(=O)Nc2cccc(Cl)c2)O1)c1ccccc1	40	-2.6	46&1	11
COc1ccc(S(=O)(=O)N(C)C[C@H]2Oc3ccc(NS(=O)(=O)c4ccc(Cl)cc4)cc3CC(=O)N([C@H](C)CO)C[C@@H]2C)cc1	-25	-0.8	2	-51
COc1ccccc1-c1cnc2c(c1)C(=O)N([C@@H](C)CO)C[C@H](C)[C@@H](CN(C)C(=O)c1ccccc1)O2	95	x	-7	-2
O=C(O)C[C@@H]1CC[C@@H](NC(=O)c2ccccc2F)[C@H](CO)O1	x	-0.5	-1	19
CCNC(=O)[C@@H]1[C@@H](CO)[C@@H]2Cn3c(ccc(-c4ccc(F)cc4)c3=O)[C@@H]2N1CC1CC1	-1	6.2	1	8
N#C[C@H]1[C@H](c2ccc(-c3ccc(F)cc3)cc2)[C@@H](CO)N1C(=O)Cc1ccccc1	u	0.3	2	-9
O=C(N[C@H]1CC[C@H](CCNS(=O)(=O)c2ccc(Cl)cc2)O[C@@H]1CO)c1ccccn1	50	0.8	x	7
CC(C)C#Cc1cnc2c(c1)C(=O)N([C@@H](C)CO)C[C@H](C)[C@H](CN(C)Cc1cncnc1)O2	14	-2.4	0	41
CCCNC(=O)N1CC2(CCN(C(=O)c3cccnc3)CC2)c2c([nH]c3cc(OC)ccc23)[C@@H]1CO	x	-0.4	-2	32
C[C@H](CO)N1C[C@H](C)[C@H](CN(C)S(=O)(=O)c2ccc(F)cc2)Oc2ccc(NS(=O)(=O)c3ccc(Cl)cc3)cc2CC1=O	24	-1.2	7	-63
C[C@@H]1CN([C@@H](C)CO)C(=O)c2cc(N(C)C)ccc2O[C@H]1CN(C)Cc1ccc(C(=O)Nc2ccccc2N)cc1	95	1.3	8	-65
CCC(=O)N(C)C[C@H]1Oc2ncc(C#Cc3ccncc3)cc2C(=O)N([C@H](C)CO)C[C@H]1C	1	4.7	3	30
CO[C@@H]1CN(C)C(=O)c2cc(NC(=O)C3CC3)ccc2OC[C@H](C)N(Cc2ccncc2)C[C@H]1C	81	2.9	x	x
C[C@@H]1CN([C@@H](C)CO)S(=O)(=O)c2ccc(-c3cccnc3)cc2O[C@H]1CN(C)CC1CCOCC1	x	0.8	-6	-1
CCC(=O)N1CC2(C1)[C@@H](c1ccccc1)[C@H](CO)N2CCC(F)(F)F	x	-0.5	9	-9
COCC(=O)NC[C@H]1[C@H](c2ccc(-c3ccccc3)cc2)[C@H](CO)N1C(C)=O	82	0.5	9	-53
C[C@@H]1CN([C@@H](C)CO)C(=O)c2cc(-c3ccc(C(=O)N(C)C)cc3)cnc2O[C@H]1CN(C)C(=O)C1CC1	-11	0.1	-4	18
C[C@@H]1CN([C@H](C)CO)C(=O)c2cc(NC(=O)Nc3ccc4c(c3)OCO4)ccc2O[C@H]1CN(C)S(=O)(=O)c1ccc(Cl)cc1	-67	0.1	-2	-25
O=C(N[C@H]1CC[C@@H](CC(=O)N2CCOCC2)O[C@H]1CO)c1ccccn1	-16	1.3	0	14
CCCC(=O)Nc1ccc2c(c1)C(=O)N(C)[C@H]1CC[C@H](CC(=O)OC)O[C@@H]1CO2	x	-2.4	1	7
C[C@@H]1CN([C@H](C)CO)C(=O)c2cccc(NC(=O)Nc3cccc4ccccc34)c2O[C@@H]1CN(C)C(=O)Nc1ccccc1	48	-1.7	2	-37

Random excerpt: 4 compounds from above, in no set order.
SMILES	Tcruzi prolif	KDM4C inh	C diff growth	Pf Dd2 inh
COCC(=O)NC[C@H]1[C@H](c2ccc(-c3ccccc3)cc2)[C@H](CO)N1C(C)=O	82	0.5	9	-53
CC(C)C#Cc1cnc2c(c1)C(=O)N([C@@H](C)CO)C[C@H](C)[C@H](CN(C)Cc1cncnc1)O2	14	-2.4	0	41
CCCC(=O)Nc1ccc2c(c1)C(=O)N(C)[C@H]1CC[C@H](CC(=O)OC)O[C@@H]1CO2	x	-2.4	1	7
C[C@@H]1CN([C@@H](C)CO)C(=O)c2cc(NC(=O)C3CCCCC3)ccc2O[C@@H](C)CCCCO[C@@H]1CN(C)Cc1ccncc1	84&82	2.2	0&-3	-60&-24

High-throughput results deposited in PubChem by Broad Institute.
